# Bioassay records deposited in PubChem BioAssay by National Center for Advancing Translational Sciences (NCATS).
# a7 integrin act: activators of alpha7 integrin expression for muscular dystrophy; Potency, µM (doses to about 38.3 µM), for inactives: top-dose activation, actives largely listed as activators; hit rate 0.064% among 350,000; alpha7betagal myoblasts, beta-gal FDG fluorescence, 48 h;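 further: potency means the concentration at half of the fitted maximal effect; 100% = response of the positive control SU9516; nearly all actives have a fitted effect of over 60% in size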
#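 alpha7betagal+/- myoblasts (passage 13, 250/well) treated 48 h at 37C with compounds at 1:260 dilution of DMSO stock. Lysed, then beta-galactosidase activity read as FDG fluorescence (ex 480/em 540) after 30 min, with pre-read for autofluorescence.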
# TRPV1 ag: human TRPV1 agonism. hit rate 0.19% among 320,000. AID 540275. activation, % at 8.33 µM. Q8NER1. TRPV1-expressing cells, Fluo-8 calcium influx, agonist mode; in the data active means activation above about 80%; inconclusive means between about 30% and that limit; further: 0% is about no effect
#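 TRPV1-expressing cells were cultured overnight at 35.5C and loaded with Fluo-8 calcium dye for 40 to 90 min at room temperature. After a 10 s baseline, compound was added and calcium influx was read kinetically for 3 min (ex 480/em 520 nm).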
# CXXC DNA block: blocks binding of human MLL CXXC domain to DNA. Q03164. MLL-CXXC / FITC-HOXA9 DNA fluorescence polarization. Potency, µM (top dose mostly 115 µM), for inactives: at the highest dose activity change, negative = inhibition, usual class: inhibitors. hit rate 0.037% among 290,000. AID 2662; active means well fitted inhibition curve with a large enough effect in the polarisation, with a control signal flat, not every such curve was filed as active; inconclusive means small, poorly fitted or top-dose-only effect, or effect the other way, or a change in a side signal; inactive means no such curve, though single readings can be large or run the other way; the % refers to the polarisation; further: potency means the concentration at half of the fitted maximal effect
# Target sequence (Q03164 whole entry, looked up, the tested form may be a part): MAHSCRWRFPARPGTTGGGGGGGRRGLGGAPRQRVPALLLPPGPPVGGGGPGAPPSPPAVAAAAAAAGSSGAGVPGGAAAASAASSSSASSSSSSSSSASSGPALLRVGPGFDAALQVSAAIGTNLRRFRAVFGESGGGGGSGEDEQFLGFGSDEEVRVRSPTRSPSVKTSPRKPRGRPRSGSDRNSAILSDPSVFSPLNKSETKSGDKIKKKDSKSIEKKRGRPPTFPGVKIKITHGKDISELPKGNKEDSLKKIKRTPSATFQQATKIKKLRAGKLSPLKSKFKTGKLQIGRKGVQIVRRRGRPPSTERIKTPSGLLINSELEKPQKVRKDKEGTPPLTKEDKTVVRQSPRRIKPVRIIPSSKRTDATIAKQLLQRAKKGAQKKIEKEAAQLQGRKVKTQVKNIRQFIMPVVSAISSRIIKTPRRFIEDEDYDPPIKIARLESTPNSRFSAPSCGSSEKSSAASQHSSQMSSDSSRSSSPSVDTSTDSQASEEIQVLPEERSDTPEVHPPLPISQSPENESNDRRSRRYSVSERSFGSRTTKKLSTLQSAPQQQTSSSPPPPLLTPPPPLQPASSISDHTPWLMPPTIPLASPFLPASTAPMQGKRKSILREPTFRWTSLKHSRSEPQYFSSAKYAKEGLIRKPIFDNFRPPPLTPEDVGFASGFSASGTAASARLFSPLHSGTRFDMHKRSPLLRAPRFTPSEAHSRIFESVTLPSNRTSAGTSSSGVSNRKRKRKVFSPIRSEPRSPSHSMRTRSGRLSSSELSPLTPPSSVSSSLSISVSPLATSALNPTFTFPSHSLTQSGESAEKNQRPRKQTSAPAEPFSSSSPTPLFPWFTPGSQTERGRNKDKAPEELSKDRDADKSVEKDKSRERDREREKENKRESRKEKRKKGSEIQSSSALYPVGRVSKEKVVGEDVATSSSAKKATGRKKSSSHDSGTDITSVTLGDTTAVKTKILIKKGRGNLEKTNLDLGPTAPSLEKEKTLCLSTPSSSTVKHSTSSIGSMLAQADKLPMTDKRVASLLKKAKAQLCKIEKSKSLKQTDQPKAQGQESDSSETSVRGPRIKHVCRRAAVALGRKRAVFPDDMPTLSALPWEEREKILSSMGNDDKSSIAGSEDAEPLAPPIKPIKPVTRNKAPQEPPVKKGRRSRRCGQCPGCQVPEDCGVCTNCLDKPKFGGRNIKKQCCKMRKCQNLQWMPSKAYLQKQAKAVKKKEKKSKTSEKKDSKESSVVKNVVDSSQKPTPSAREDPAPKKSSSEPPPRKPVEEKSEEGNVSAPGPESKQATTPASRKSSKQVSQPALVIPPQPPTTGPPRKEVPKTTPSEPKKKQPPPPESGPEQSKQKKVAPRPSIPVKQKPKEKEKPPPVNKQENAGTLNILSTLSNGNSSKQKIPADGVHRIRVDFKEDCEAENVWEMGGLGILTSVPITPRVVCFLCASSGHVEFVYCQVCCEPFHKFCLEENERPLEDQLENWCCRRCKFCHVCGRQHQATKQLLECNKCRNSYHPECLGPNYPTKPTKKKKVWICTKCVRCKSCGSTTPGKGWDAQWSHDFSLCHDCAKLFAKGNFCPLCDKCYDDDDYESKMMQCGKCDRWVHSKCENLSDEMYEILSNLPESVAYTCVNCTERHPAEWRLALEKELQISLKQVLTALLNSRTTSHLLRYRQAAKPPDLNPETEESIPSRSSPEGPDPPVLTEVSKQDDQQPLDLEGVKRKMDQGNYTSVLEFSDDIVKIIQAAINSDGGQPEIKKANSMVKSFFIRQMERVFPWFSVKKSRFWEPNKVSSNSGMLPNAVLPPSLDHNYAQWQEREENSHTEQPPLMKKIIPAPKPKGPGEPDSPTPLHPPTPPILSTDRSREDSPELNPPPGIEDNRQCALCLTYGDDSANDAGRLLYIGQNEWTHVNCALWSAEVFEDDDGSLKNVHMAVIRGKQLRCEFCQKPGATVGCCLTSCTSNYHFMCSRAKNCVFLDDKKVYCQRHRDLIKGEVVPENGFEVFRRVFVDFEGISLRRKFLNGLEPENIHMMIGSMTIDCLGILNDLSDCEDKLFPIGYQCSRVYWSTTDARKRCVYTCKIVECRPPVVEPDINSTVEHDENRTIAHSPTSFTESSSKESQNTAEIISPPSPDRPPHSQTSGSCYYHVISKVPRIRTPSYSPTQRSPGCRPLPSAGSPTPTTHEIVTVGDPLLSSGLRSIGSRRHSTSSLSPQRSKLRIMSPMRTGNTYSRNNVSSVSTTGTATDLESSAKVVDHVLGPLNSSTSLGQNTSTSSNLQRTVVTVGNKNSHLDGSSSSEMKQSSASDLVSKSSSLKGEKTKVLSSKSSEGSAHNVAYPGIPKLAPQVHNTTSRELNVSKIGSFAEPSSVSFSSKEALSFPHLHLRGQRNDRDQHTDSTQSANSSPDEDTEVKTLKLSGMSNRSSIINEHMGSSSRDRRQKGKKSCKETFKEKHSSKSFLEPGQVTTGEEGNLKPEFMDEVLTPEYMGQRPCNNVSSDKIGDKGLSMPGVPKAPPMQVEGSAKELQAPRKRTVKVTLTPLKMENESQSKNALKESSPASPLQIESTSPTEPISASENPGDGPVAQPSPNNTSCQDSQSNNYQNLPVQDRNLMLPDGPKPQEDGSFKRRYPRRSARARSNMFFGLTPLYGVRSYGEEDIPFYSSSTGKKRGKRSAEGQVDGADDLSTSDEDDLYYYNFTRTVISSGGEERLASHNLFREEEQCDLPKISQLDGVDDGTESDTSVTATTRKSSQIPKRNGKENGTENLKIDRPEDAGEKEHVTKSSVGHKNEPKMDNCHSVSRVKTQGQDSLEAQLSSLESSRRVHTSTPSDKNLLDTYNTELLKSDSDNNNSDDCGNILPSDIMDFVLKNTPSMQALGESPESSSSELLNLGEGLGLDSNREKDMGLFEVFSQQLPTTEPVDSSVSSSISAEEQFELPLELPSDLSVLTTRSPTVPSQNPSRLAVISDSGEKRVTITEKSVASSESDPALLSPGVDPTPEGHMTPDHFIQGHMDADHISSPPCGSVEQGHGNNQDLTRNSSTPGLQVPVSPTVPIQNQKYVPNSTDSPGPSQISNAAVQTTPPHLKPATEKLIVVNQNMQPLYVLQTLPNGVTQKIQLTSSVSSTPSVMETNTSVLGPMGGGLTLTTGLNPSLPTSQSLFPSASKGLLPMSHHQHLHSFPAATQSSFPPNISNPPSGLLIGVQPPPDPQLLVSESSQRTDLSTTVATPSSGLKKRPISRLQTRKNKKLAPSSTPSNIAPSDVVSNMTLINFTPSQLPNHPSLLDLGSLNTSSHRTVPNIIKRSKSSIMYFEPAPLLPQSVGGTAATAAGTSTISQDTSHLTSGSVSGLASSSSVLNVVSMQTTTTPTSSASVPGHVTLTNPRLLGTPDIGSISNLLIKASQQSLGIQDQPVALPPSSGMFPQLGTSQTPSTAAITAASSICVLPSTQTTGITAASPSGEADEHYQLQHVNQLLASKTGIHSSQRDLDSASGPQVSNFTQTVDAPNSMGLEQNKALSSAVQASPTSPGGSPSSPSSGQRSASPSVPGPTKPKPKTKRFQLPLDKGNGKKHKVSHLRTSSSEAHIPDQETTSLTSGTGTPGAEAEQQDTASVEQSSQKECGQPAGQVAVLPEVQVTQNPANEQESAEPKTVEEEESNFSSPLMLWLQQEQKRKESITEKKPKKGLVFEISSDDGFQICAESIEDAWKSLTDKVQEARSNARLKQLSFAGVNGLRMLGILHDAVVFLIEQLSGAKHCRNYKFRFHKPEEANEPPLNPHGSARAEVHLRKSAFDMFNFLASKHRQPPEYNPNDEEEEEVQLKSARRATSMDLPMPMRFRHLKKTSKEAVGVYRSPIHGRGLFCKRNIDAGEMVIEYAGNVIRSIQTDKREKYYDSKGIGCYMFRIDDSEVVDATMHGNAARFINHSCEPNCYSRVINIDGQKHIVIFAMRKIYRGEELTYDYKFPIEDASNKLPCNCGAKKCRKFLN
#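 Steps: dispense CXXC domain solution (7 uM) → pin compounds or unlabeled HOX-A9 DNA control → 5 min ambient → add FLSN-HOX-A9 solution (50 nM) → spin → 30 min ambient → fluorescence polarization. Tris pH 7.5/NaCl/DTT/BSA buffer.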
# KCNH2 3.1 inh: inhibitors of human KCNH2 3.1 potassium channel isoform; activity change, % (tested at about 1.8 µM); hit rate 0.95% among 340,000; U2OS KCNH2 3.1, thallium flux FluxOr; stronger effect = lower value;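 active means maximum activity change below -70%; inconclusive means maximum activity change from -70% to -50%; inactive means maximum activity change above -50%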;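 further: thallium influx rate constant from kinetic fluorescence after stimulation buffer; on the % scale 0 is the no-effect control and ±100 the full control effect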
#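 Measured as rate of thallium-driven FluxOr signal in transduced U2OS cells carrying the 3.1 channel, read kinetically for 2 min upon stimulation; values are rate constants scaled to DMSO control wells.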
# ASM inhibitor: inhibitors of human secretory acid sphingomyelinase. P17405. Potency, µM (highest dose often 57.5 µM), for the others: at the highest dose activity change, negative = inhibition, hits mostly inhibitors. hit rate 0.006% among 340,000. placental ASM, HMU-PC fluorogenic substrate, 60 min; further: potency means the concentration at half of the fitted maximal effect
#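 Human placenta-derived ASM preincubated with compound 10 min at room temperature, then reacted with 9 uM (final) fluorogenic HMU-PC substrate for 60 min at 37 C. Stop solution raises pH to 10; fluorescence read at Ex 386/Em 447 nm.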
# MBNL1-CUG inh: MBNL1-poly(CUG) RNA binding inhibition | Q9NR56 | Potency, µM (highest dose often 57.5 µM), for inactives: top-dose activity change, negative = inhibition, usual class: inhibitors | hit rate 0.036% among 280,000 | TR-FRET MBNL1-His/biotin-(CUG)12 binding, 665/545 ratio; active means well fitted inhibition curve with a large enough effect in the signal ratio, with a control signal flat, not every such curve was filed as active; inconclusive means small, poorly fitted or top-dose-only effect, or effect the other way, or a change in a side signal; inactive means no such curve, though single readings can be large or run the other way; the % refers to the signal ratio; further: potency means the concentration at half of the fitted maximal effect; on the % scale 0 is the no-effect control and ±100 the full control effect
#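 Inhibition of protein-RNA binding appears as loss of TR-FRET between terbium anti-His antibody on MBNL1-His and streptavidin-XL665 on biotin-(CUG)12. Activity is normalized to buffer-only and uninhibited-complex controls.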
# FBPA coupling cs: inhibits coupling enzyme system, counter-screen for aldolase hits; coupling enzyme system counterscreen, AmpLite Red fluorescence; activity change, negative = inhibition, % at 58.2 µM, hits read low; hit rate 0.67% among 290,000; AID 2472; in the data active means activity change below about -30%; further: on the % scale 0 is the no-effect control and ±100 the full control effect
#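 First, compound is pin-transferred into glyceraldehyde-3-phosphate coupling-enzyme reagent at 57.5 uM final and held 10 min at RT. Next, substrate, coupling system and AmpLite Red are added. After 20 min RT, fluorescence (525/598 nm) is read.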
# GALK inhibitor: blocks human galactokinase activity | P51570 | Purified GALK, Kinase-Glo residual ATP luminescence | Potency, µM (top dose mostly 57.5 µM), inactives show at the highest dose activity change, negative = inhibition, hits mostly inhibitors | hit rate 0.007% among 270,000 | AID 1868; further: potency means the concentration at half of the fitted maximal effect; on the % scale 0 is the no-effect control and ±100 the full control effect
#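 The enzyme phosphorylates galactose (100 uM) using ATP (35 uM); inhibition is detected as higher residual ATP, quantified by bioluminescence after 1 h reaction at room temperature, pH 8.0.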
# A-T KAP1 phos: potential ataxia-telangiectasia treatment | […] A-T fibroblasts, KAP-1 phosphorylation AlphaLISA; neocarzinostatin DNA damage 30 min before lysis | Potency, µM (series often up to 57.5 µM), for inactives: top-dose activation, usual class: activators | hit rate 0.19% among 320,000 | AID 485349; further: potency means the concentration at half of the fitted maximal effect; % of control where 0% means no effect; nearly all actives have a fitted effect of over 45% in size
#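 hTERT-immortalized A-T patient fibroblasts ([…]), 500 cells/well in OPTI-MEM, 1% FBS, got compounds for 60 min, then NCS for 30 min at 37C. Lysates were then assayed for phospho-KAP-1 by AlphaLISA (anti-pKAP1 donor, anti-KAP1 acceptor beads), 6 hr at 25C.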
# hERG WT inh: blocks the wildtype human KCNH2 potassium channel; Q12809; U2OS, BacMam KCNH2, thallium flux FluxOr; stronger effect = lower value; activity change, % at 1.84 µM; hit rate 0.37% among 340,000; AID 720551;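 active means maximum activity change below -70%; inconclusive means maximum activity change between -70% and -50%; inactive means maximum activity change above -50%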; further: on the % scale 0 is the no-effect control and ±100 the full control effect
#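 U2OS cells transduced with wild-type KCNH2 virus are loaded with FluxOr dye for 45 min, and thallium flux is measured in kinetic reads before and after stimulation buffer. Rate constants are normalized to DMSO controls.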
# Active calls of the source: *; ? = inconclusive; . = no result given; & = joins results of further samples; [ ] = dose if it differs, or a comment. Unless noted, the call rests on the fitted dose curve; in most records, active means well fitted curve in the direction sought with a large enough effect; inconclusive means small, poorly fitted or top-dose-only effect, or another doubt; inactive means no such curve, though single readings can be large; an effect the other way counts as inactive or inconclusive.
SMILES,a7 integrin act,TRPV1 ag,CXXC DNA block,KCNH2 3.1 inh,ASM inhibitor,MBNL1-CUG inh,FBPA coupling cs,GALK inhibitor,A-T KAP1 phos,hERG WT inh
O=C(c1n[nH]c2ccccc12)N1CCOCC1,3%,2,24%,0,6%,0%,-2,-1%,4%,.
CCOC(=O)c1ccc(NC(=S)NN2CCOCC2)cc1,-10%,-7,-4%,-1,2%,-13%,0,1%,5%,2
C=CCSc1nc(=O)n2cccc(C)c2n1,-7%,-2,4%,1,-1%,?,1,0%,2%,6
CCN(CC)CCn1c(OC)cc(=O)[nH]c1=O,7%,0,0%,13,4%,-1%,0,1%,2%,0
C[C@@H](CSc1ccc(Br)cc1)CN1CC[C@H](C(C)(C)C)CCC1=O,0%,?,.,15,-5%,.,.,.,18%,4
O=C(NCCS(=O)(=O)N1CCCC1)c1ccccc1,11%,-3,.,1,1%,.,.,.,-21%,3
CC(=O)Nc1ccc(N(CC(=O)NC2CCCC2)C(=O)CCC(=O)Nc2cc(C)on2)cc1,-39%,3,-1%,26,2%,-1%,1,4%,1%,6
Cc1ccc(S(=O)(=O)NCc2ccccc2)cc1C(=O)N(C)CC(=O)Nc1c(Cl)cccc1Cl,-10%,-5,.,8,-4%,.,.,.,15%,-24
CC(C)Cn1cc(C(=O)NCCCOC(C)C)c2c3ccccc3n(C)c2c1=O,8%,15,5%,12,-3%,1%,4,-1%,7%,-1
C(=N\n1cnnc1SCc1ccccc1)/c1ccco1,7%,1,3%,-25,5%,12%,-3,0%,-11%,-1
Cc1cc(C(C)(C)C)oc1C(=O)OCC(=O)NC1CCCCC1,-8%,?,3%,-7,0%,-4%,4,6%,-12%,7
CC(C)C[C@@H]1CN=C(N)N1C[C@@H]1CCCN1C[C@H](C)N1C[C@@H](Cc2ccccc2)N(CCc2ccc(Cl)c(Cl)c2)C1=N,18%,.,.,11,-2%,.,.,.,2%,3
CCOc1ccc2oc(C(=O)N(C)CC(=O)Nc3ccc(OCC)c(OCC)c3)c(C)c2c1,-28%,-5,.,-1,-5%,.,.,.,15%,-4
COC(=O)Cn1cnc2c1c(=O)n(C)c(=O)n2C,8%,-2,1%,-22,1%,2%,2,-1%,-3%,1
CC(c1n[nH]c(=S)n1Cc1ccccc1)N(C)C (configuration not stated),0%,1,-7%,-6,5%,-4%,4,5%,-1%,2
CC(C)(CCc1ccccn1)C(=O)C(CCc1ccccn1)CCc1ccccn1,-5%,.,.,-8,2%,.,.,.,.,-3
COC(=O)c1nc2n(n1)C(c1cccc(Cl)c1)C1=C(CC(C)(C)CC1=O)N2 (configuration not stated),8%,-1,2%,-5,36%,5%,0,2%,14%,4
CCCOc1cccc(C(=O)Nc2cc(NC(=O)c3ccco3)ccc2OC)c1,-4%,?,2%,-15,-15%,-2%,0,2%,6%,3
Cc1cccc(NC(=S)NC(C)C(c2ccccc2)N2CCN(C)CC2)c1C (configuration not stated),-46%[inhibitor],7,3%,-6,-1%,4%,0,8%,-2%,44
CCOC(=O)C1=C(CS(=O)(=O)c2ccccc2)NC(=O)NC1c1cccc(OC)c1 (configuration not stated),-3%,0,-5%,.,5%,-8%,1,-1%,1%,40
Cc1nc(SCc2ccccc2C#N)n[nH]1,10%,1,4%,-13,0%,-4%,2,4%,5%,-8
Cc1cc(C)c2cc(C#N)c(N3CCCN(C(=O)c4cnccn4)CC3)nc2c1,0%,11,48%[activator],21,123%[activator],9%,3,1%,7%,1
COc1cc(C2CC(=O)Oc3ccc(C(C)(C)C)cc32)cc(OC)c1OC (configuration not stated),4%,.,.,-3,-12%,.,-8,.,9%,-12
COc1ccc(-n2ncc3c2CC(C)(C)CC3NC(=O)c2ccoc2C)cc1 (configuration not stated),-16%,9,9%,-11,-5%,-6%,.,0%,16%,10
COc1ccc(Cc2nnc(SCC(=O)Nc3nc(C)cs3)o2)cc1,-20%,0,4%,6,-1%,2%,-1,-4%,1%,3
COCc1cc(C)n(CC(=O)N2CCCC2)c(=O)c1C#N,-13%,-3,-10%,3,1%,-3%,-20,4%,5%,4
COc1cc(C(CC(=O)N2CCCC2)c2c(OC)cc(OC)c3ccc(=O)oc23)cc(OC)c1OC (configuration not stated),-2%,1,-3%,16,45%[activator],14%,-2&1,-2%,3%,-15
CC1(C)CC(=O)C(C=NCCCN2CCCC2=O)=C(O)C1,-15%,0,8%,14,1%,-3%,-1,1%,8%,-4
CCCC(=O)N1CCc2cc(OC)c(OC)cc2C1c1cc2cc3c(cc2[nH]c1=O)OCO3 (configuration not stated),-8%,.,.,-2,41%[activator],.,.,.,.,-10
COc1ccc(/C=C2\S/C(=N/S(=O)(=O)c3cccs3)NC2=O)cc1,-7%,0,2%,-2,8%,8%,11,-2%,5%,1
COc1cccc(NC(=O)N(CCN(C)C)C(C)c2cccnc2)c1 (configuration not stated),23%,4,-22%,5,0%,-2%,6,4%,-9%,-6
CC1(C)NC(=O)N(CC(O)COc2ccc(-c3ccccc3)cc2)C1=O (configuration not stated),-2%,14,2%,10,1%,5%,1,0%,-2%,-10
CC12CCC(=O)N1c1ccccc1C(=O)N2c1ccccc1 (configuration not stated),-4%,-4,1%,10,-2%,-1%,0,0%,2%,8
O=c1[nH]c(/C=C/c2cccc(Br)c2)nc2ccccc12,48%,.,.,-3,-4%,.,.,.,.,0
CCCC(=O)OCCNc1cc(Sc2nccn2C)c2nonc2c1[N+](=O)[O-],-46%[inhibitor],3,2%,.,-3%,?,-8,1%,-13%,-13
NS(=O)(=O)c1ccc(CCNC(=O)CNCCc2ccc(C(F)(F)F)cc2)cc1,13%,-2,3%,-10,-7%,15%,1,-2%,-9%,5
CC(=O)Nc1ccc(C(=O)COC(=O)CN2C(=O)NC3(CCCCC3C)C2=O)cc1 (configuration not stated),44%,-1,.,-14,2%,.,.,.,2%,-8
O=C(O)c1nn(CCOc2ccc(Cl)cc2Cl)c(=O)c2ccccc12,9%,-7,2%,-23,-4%,5%,2,4%,0%,-3
C=CCn1cc(C(=O)c2cc(Br)ccc2O)cc(C#N)c1=O,3%,5,-11%,-34,0%,0%,1,-1%,-27%,1
O=C(O)C1C2C=CC(C2)C1C(=O)Nc1ccccc1Br (configuration not stated),0%,1,-3%,10,0%,-4%,2,5%,2%,-10
C/C(N)=C(/C#N)C(=O)COC(=O)CCS(=O)(=O)c1ccccc1,-25%,-2,-1%,-17,-1%,-1%,-2,-2%,-4%,-5
O=C(NN=Cc1ccc(O)cc1)C(=O)NN=Cc1ccc(O)cc1,9%,.,.,-6,-1%,.,.,.,.,-3
Cc1cccc(OCC(O)Cn2c(NCCCOC(C)C)nc3c2c(=O)[nH]c(=O)n3C)c1 (configuration not stated),1%,1,4%,-16,-5%,-9%,3,0%,.,-1
Cc1ccc(S(N)(=O)=O)c(C)c1N1CCCC1=O,5%,-2,0%,6,3%,?,1,3%,15%,1
O=C1CSC(c2ccccc2)N1CCc1ccccc1 (configuration not stated),8%,5,2%,-24,4%,-3%,6,5%,-2%,-1
Cc1c(NC(=S)NNC(=O)CCC(=O)O)c(=O)n(-c2ccccc2)n1C,12%,1,?,10,-1%,0%,-1,0%,0%,-6
CN1CCN(CCC(=O)N/N=C/C=C2\N(C)c3ccccc3C2(C)C)CC1,-22%,-1,34%[activator],-3,11%,5%,0,-1%,-5%,-3
CN(Cc1cccs1)C(=O)CNC(=O)c1ccco1,-22%,-6,-1%,3,4%,3%,.,-5%,6%,-4
O=S(=O)(c1cc(C(F)(F)F)ccc1Cl)N1CCN(c2ncnc3ccccc23)CC1,-7%,4,.,-1,-3%,.,.,.,-11%,2
CN(C)CCCNC(=O)C1(O)c2cc(Br)ccc2NC(=O)N1c1c(F)cccc1F (configuration not stated),-20%,1,-17%,20,-1%,5%,2,-3%,-14%,13
CN(c1ccc(C(=O)Nc2ccccn2)cc1)S(=O)(=O)c1ccccc1,-17%,?,2%,-16,-3%,-2%,-5,-2%,1%,.
CCCn1c(N)c(C(=O)CSc2nnc(C)n2Cc2ccccc2)c(=O)n(C)c1=O,-15%,-2,0%,11,2%,5%,2,5%,.,-3
O=C(Nc1ccccc1)OC1C2CCC1C(N1CCCCC1)CC2 (configuration not stated),-36%,3,-3%,-10,4%,1%,3,3%,5%,27
